Tau fluor counter: Counterscreen qHTS for Inhibitors of Tau Fibril Formation, Fluorescence Polarization; tau K18 P301L Alexa594 fluorescence, heparin fibrillization; Potency, µM (top dose mostly 57.7 µM), without a hit: at the highest dose activity change, negative = decrease; actives 0.93% (n = 280,000); AID 1463, 2008; further: on the % scale 0 is the no-effect control and ±100 the full control effect; nearly all actives have a fitted effect of over 55% in size
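Human tau K18 P301L (15 uM unlabeled, 0.24 uM Alexa 594-labeled) in 100 mM sodium acetate pH 7 with 20 uM heparin, 6 hr at 37 C. ThT 30 uM added, 1 hr ambient; Alexa 594 FP and total fluorescence read at 555/632 nm.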
ALDH1A1 inh: qHTS Assay for Inhibitors of Aldehyde Dehydrogenase 1 (ALDH1A1); Aldehyde dehydrogenase 1A1 (Homo sapiens), P00352; Purified ALDH1A1, NADH fluorescence, propionaldehyde substrate; Potency, µM (titrated, usually from 75.3 µM), without a hit: top-dose activity, negative = inhibition, usual class: inhibitors; actives 7.3% (n = 220,000); AID 1030, 2008; active means well fitted inhibition curve with a large enough effect, not every such curve was filed as active; inconclusive means small, poorly fitted or top-dose-only effect, or another doubt; inactive means no such curve, though single readings can be large or run the other way;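 further: plate controls were no enzyme wells and a reference inhibitor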
GAA glycogen: qHTS Assay for Inhibitors and Activators of Human alpha-Glucosidase Cleavage of Glycogen | actives 0.38% (n = 300,000) | Potency, µM (doses to about 76.4 µM), inactives show at the top dose activity change, negative = inhibition, actives largely listed as inhibitors | AID 2100, 2009 | Lysosomal alpha-glucosidase (Homo sapiens), P10253 | recombinant GAA, glycogen substrate, Amplex Red glucose oxidase fluorescence;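 further: 0% = full enzyme reaction and -100% = no-enzyme basal signal; the screen sought inhibitors and activators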
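Recombinant human alpha-glucosidase (4 nM final) hydrolysed bovine liver glycogen (30 ug) for 40 min at 37 C in pH 5.0 citrate/phosphate with 0.01% Tween-20. Released glucose detected by glucose oxidase/Amplex Red, Ex 573/Em 610 nm. Compounds up to 77 uM; AC50 from Hill fits.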
GLA spleen mod: qHTS Assay for Inhibitors and Activators of Human alpha-Galactosidase From Spleen Homogenate | Alpha-galactosidase A (Homo sapiens), P06280 | human spleen homogenate, 4MU-alpha-Gal fluorescence, 40 min | Potency, µM (titrated, usually from 80 µM), for the others: at the top dose activity change, negative = inhibition, usual class: inhibitors | actives 0.008% (n = 240,000) | AID 2107, 2009;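 further: 0% = enzyme with vehicle and -100% = no enzyme basal signal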
Target sequence (P06280 32-429 limits assumed): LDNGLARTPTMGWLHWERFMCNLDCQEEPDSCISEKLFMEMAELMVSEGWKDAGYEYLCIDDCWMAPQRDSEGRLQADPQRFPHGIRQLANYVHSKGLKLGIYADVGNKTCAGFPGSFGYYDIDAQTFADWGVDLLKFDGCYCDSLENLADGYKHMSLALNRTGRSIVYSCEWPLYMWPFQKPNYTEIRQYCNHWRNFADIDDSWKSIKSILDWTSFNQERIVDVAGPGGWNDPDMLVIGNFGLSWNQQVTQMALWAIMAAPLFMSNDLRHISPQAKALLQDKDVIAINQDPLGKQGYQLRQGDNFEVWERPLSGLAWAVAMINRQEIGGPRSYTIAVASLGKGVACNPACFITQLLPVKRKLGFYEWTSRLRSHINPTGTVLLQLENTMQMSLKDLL
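Fluorogenic readout (Ex 365/Em 440 nm) of 4-methylumbelliferone released from 1 mM 4-MU-alpha-galactoside by spleen homogenate, 40 min at 37C, pH 5.0. Data normalized to no-enzyme and enzyme controls; Hill-equation AC50 from compound titrations.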
GAA inh: qHTS Assay for Inhibitors of Human alpha-Glucosidase as a Potential Chaperone Treatment of Pompe Disease | Lysosomal alpha-glucosidase (Homo sapiens), P10253 | purified human GAA, 4-MU-alpha-glucoside fluorescence | Potency, µM (doses to about 76.9 µM), for inactives: at the highest dose activity change, negative = inhibition, most hits filed as inhibitors | actives 0.005% (n = 200,000) | AID 1466, 2008;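 further: plate controls were uninhibited enzyme wells for no effect and no-enzyme background for full effect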
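Human enzyme at 4 nM with 400 uM 4-methylumbelliferyl-alpha-D-pyranoside, citrate/phosphate buffer pH 5.0, 0.005% Tween-20, 20 min at room temperature. Compounds up to 77 uM. 4-MU fluorescence (Ex 365/Em 440) read after NaOH/glycine stop; AC50 from Hill fit.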
NPSR antagonist: qHTS Assay for Antagonists of the Neuropeptide S Receptor: cAMP Signal Transduction | Q6W5P4 | CHO-NPSR cells, cAMP TR-FRET, antagonist mode | Potency, µM (top dose mostly 38.3 µM), without a hit: top-dose activity change, negative = inhibition, most hits filed as inhibitors | actives 1% (n = 220,000); further: on the % scale 0 is the no-effect control and ±100 the full control effect; nearly all actives have a fitted effect of over 50% in size; many of its hits are not listed in these tables
Target sequence (Q6W5P4 whole entry, looked up): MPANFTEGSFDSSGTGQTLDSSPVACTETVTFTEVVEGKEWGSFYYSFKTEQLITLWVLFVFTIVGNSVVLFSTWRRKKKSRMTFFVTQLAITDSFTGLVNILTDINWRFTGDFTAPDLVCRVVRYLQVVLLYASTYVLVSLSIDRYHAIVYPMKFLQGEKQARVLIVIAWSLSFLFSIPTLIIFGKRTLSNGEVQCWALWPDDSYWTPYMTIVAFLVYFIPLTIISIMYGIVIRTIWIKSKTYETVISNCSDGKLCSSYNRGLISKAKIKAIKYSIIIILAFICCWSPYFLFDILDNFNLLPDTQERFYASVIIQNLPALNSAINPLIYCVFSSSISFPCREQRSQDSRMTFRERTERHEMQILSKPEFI
Epigenetic reg: Quantitative High-Throughput Screen for Regulators of Epigenetic Control. murine LDR cells, GFP reporter derepression, 30 h. Potency, µM (top dose mostly 53.9 µM), for the others: at the highest dose GFP activation, most hits filed as activators. actives 0.2% (n = 280,000); further: % of control where 0% means no effect; nearly all actives have a fitted effect of over 60% in size
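Reporter derepression read as number of fluorescent GFP-positive objects, 20-120 um in size, counted by laser-scanning cytometer. Mouse LDR line with an epigenetically silenced CMV-GFP locus; compound incubation 30 h, 37 C.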
aGlu spleen mod: qHTS Assay for Inhibitors and Activators of Human alpha-Glucosidase From Spleen Homogenate | actives 0.006% (n = 240,000) | Lysosomal alpha-glucosidase (Homo sapiens), P10253 | AID 2112, 2009 | Potency, µM (titrated, usually from 79.9 µM), for the others: at the highest dose activity change, negative = inhibition, most hits filed as inhibitors | human spleen homogenate, 4-MU-alpha-glucoside fluorescence;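 further: 0% = enzyme with vehicle and -100% = no enzyme basal signal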
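Compounds were titrated against alpha-glucosidase in spleen homogenate at pH 5.0, with 1 mM 4-methylumbelliferyl substrate for 40 min at 37 C. Reactions were quenched with pH 10 NaOH/glycine and fluorescence measured.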
The depositor's hits bear a star; u = inconclusive; x = not tested or not shown; & = joins results of further samples; [ ] = remark or other dose. Unless noted, the call rests on the fitted dose curve; in most records, active means well fitted curve in the direction sought with a large enough effect; inconclusive means small, poorly fitted or top-dose-only effect, or another doubt; inactive means no such curve, though single readings can be large; an effect the other way counts as inactive or inconclusive. Potency means the concentration at half of the fitted maximal effect. Some of the compounds tested; count on the stated rates, not on these rows.

SMILES	Tau fluor counter	ALDH1A1 inh	GAA glycogen	GLA spleen mod	GAA inh	NPSR antagonist	Epigenetic reg	aGlu spleen mod
Cc1c(Cl)cccc1NC(=O)Nc1ccccc1C(N)=O	1%	4%	8%	-2%	7%	-6%	-3.4%	-1%
O=C(NCc1ccco1)c1cnc2n(c1=O)CCS2	2%	-3%	12%	-5%	-4%	0%[46.1 µM]	-0.7%	-6%
Nc1cc(N)nc(SCC(=O)Nc2ccc(Br)cc2Cl)n1	-4%	5%	4%	4%	-4%	-3%[46.1 µM]	1.5%	0%
CCOC(=O)C(c1ccccc1)C(Nc1cc(C(F)(F)F)cc(C(F)(F)F)c1)c1ccccn1 (stereo unspecified)	-3%	-2%	-4%	8%	2%	-18%	-2.0%	3%
Cc1nc2ncnn2c(C)c1CCC(=O)Nc1ccc(S(=O)(=O)N2CCCCCC2)cc1	-9%	6.3µM*	-39%	9%	u	-15%[46.1 µM]	2.5%	-1%
Clc1ccccc1-c1cc(COc2ccc3ccccc3c2)no1	-19%	1%	2%	-1%	0%	-13%[46.1 µM]	-12%	-2%
NS(=O)(=O)c1cccc(NC(=O)COC(=O)c2cc(-c3ccc(Cl)cc3)nc3ccccc23)c1	0%	u	0%	-3%	1%	-26%[46.1 µM]	-0.9%	-6%
O=C(Nc1ccc2nc3n(c(=O)c2c1)CCCCC3)c1ccccc1Cl	-4%	u	-12%	4%	-4%[15.4 µM]	-1%[46.1 µM]	4.6%	1%
COc1cccc(-n2c(=O)[nH]cc(C(=O)Nc3ccc4c(c3)OCCO4)c2=O)c1	-8%	0%	2%	7%	2%	-3%[46.1 µM]	-1.0%	3%
CCn1cc(C(=O)O)c(=O)c2cc(Br)ccc21	2%	-5%	-2%	-5%	-1%	9%[46.1 µM]	-1.0%	-9%
O=C(CN1CCCC1)N/N=C/c1ccc(-c2cccc(Cl)c2)o1	-8%	-6%	11%	8%	u	-7%[46.1 µM]	-0.9%	-5%
O=C(CCc1[nH]c2ccccc2c1Sc1ccccc1)N(CCO)CCO	-15%	-2%	-1%	6%	2%	8%	0.0%	-4%
CCCCN(C)Cc1c(C)[nH]c2ccc(Cl)cc2c1=O	0%	-5%	3%	-1%	-8%	-5%[46.1 µM]	-2.5%	-11%
Cc1ccc(O)c(C(=O)/C=C/c2ccc3c(c2)OCCO3)c1	-9%	-1%	-11%	1%	0%	-4%	1.1%	3%
CC(C)n1nc(C(=O)Nc2nc3ccccc3[nH]2)c2ccccc2c1=O	1%	u	10%	-12%	6%	-25%	-0.4%	0%
Nc1nnnn1/N=C/C=C/c1ccccc1	5%	-2%	6%	3%	-5%	-7%[46.1 µM]	-1.7%	0%
CN=C1CC(SC)=C1c1ccc(C)cc1	-1%	-7%	2%	-3%	1%	25%[46.1 µM]	-1.0%	-5%
COC(=O)[C@@]1(Cc2ccccc2)[C@H]2c3cc(C(=O)N4CCCC4)n(CCSCCO)c3C[C@H]2CN1C(=O)c1ccccc1	-3%&-6%	1%&0%	5%	-2%&4%	3%	-24%	5.7%&2.6%	1%&5%
Cc1ccc(C(O)c2nc3ccccc3n2C(C)C)cc1 (stereo unspecified)	-2%	5%	-1%	8%	1%	-16%[46.1 µM]	-1.1%	-9%
CC(C)[C@H](NC(=O)NC1CCCc2ccccc21)C(=O)O (stereo partly specified)	3%	8%	11%	-2%	-7%	-8%[46.1 µM]	-2.7%	1%
CCOC(=O)c1cn2ccc(C)cc2n1	-8%	3%	8%	15%	8%	-5%	-1.4%	1%
CCOc1ccc(N(CC(=O)NCc2ccc(F)cc2)S(=O)(=O)c2c(C)noc2C)cc1	-17%	8%	-4%	-3%	-7%	-18%[46.1 µM]	-1.0%	-9%
Cc1ccc(C(OCC(O)CN2CCCCC2CO)c2ccccc2)cc1 (stereo unspecified)	5%	u	-4%	7%	0%	-12%	1.3%	3%
O=C(CN1C2=NCCCN2c2ccccc21)c1cccc(Br)c1	-1%	u	-8%	3%	-2%	13%	-0.2%	-6%
CSc1ccc(Cl)c(C(=O)Nc2ccc(N3CCOCC3)cc2)c1	-4%	10%	-5%	8%	6%	3%	7.6%	-1%

Results in aGlu spleen mod, for some of the entries so far:
compound,aGlu spleen mod
Cc1ccc(O)c(C(=O)/C=C/c2ccc3c(c2)OCCO3)c1,3%
CC(C)n1nc(C(=O)Nc2nc3ccccc3[nH]2)c2ccccc2c1=O,0%
Nc1nnnn1/N=C/C=C/c1ccccc1,0%
CN=C1CC(SC)=C1c1ccc(C)cc1,-5%

Later entries
SMILES	Tau fluor counter	ALDH1A1 inh	GAA glycogen	GLA spleen mod	GAA inh	NPSR antagonist	Epigenetic reg	aGlu spleen mod
O=S(=O)(NCCC(c1ccc(F)cc1)c1ccco1)c1ccccc1 (stereo unspecified)	-27%	-7%	-11%	4%	u	-19%	1.0%	-1%
O=C(c1ccccc1)N1CCN(C(=S)NCCc2ccccc2)CC1	-7%	u	2%	2%	6%	-3%	1.1%	0%
COc1ccc(Cl)cc1NC(=O)NCC1CCN(C(=O)OC(C)(C)C)CC1	-3%[0.0958 µM]	x	-8%	-13%	x	-39%	2.8%	5%
Cc1ccc(NC(=O)CSc2nnc(Cc3ccccc3)o2)c(C)c1	-9%	-12%	2%	4%	-4%	3%	-2.1%	x
O=C(CSc1nccn1-c1ccc(F)cc1)NCc1ccc(F)cc1	1%	-1%	5%	7%	-5%	-12%	1.2%	x
CC1CCC(C(=O)NC(C(=O)N2CCN(c3ccccn3)CC2)C(C)C)CC1 (stereo unspecified)	-1%	5%	2%	3%	-3%	3%[46.1 µM]	1.0%	2%
O=C1CN(c2ccc(Br)cc2)C(=O)N1CC(=O)N1CCCc2ccccc21	-17%	u	4%	-1%	-2%	-19%[46.1 µM]	0.4%	-10%
O=C(Nc1ccc(SC(F)F)cc1)C12CCC(CC1)C2	-14%	-1%	-6%	5%	-6%	14%	-1.0%	0%
CC(C)CN(C(=O)COC(=O)CCN1C(=O)c2ccccc2C1=O)C1CCS(=O)(=O)C1 (stereo unspecified)	-9%	-15%	3%	3%	6%	-10%[7.67 µM]	0.2%	-5%
O=C(NCCc1ccccc1)c1cccs1	-8%	7%	0%	16%	-1%	-2%[46.1 µM]	1.8%	8%
CCc1nnc(NC(=O)CCN(c2cc(C)cc(C)c2)S(=O)(=O)c2ccc(Cl)cc2)s1	-4%	5%	15%	2%	3%	4%[46.1 µM]	0.9%	-3%
CCc1c(-c2ccccc2)nc2sc3c(c2c1N)CCCC3	-6%	x	-2%	2%	x	u	2.4%	3%
CC(C)CCN(C(=S)NC(=O)C1CCCCC1)c1c(N)n(Cc2ccccc2)c(=O)[nH]c1=O	6%	25µM*	-4%	0%	-2%	-19%	-0.3%	-6%
c1coc(CNc2ncnc3ccccc23)c1	2%	15%	2%	14%	-5%	9%[46.1 µM]	-1.1%	12%
CN1CCN(c2nc3nonc3nc2N2CCN(C)CC2)CC1	-4%	3%	0%	-9%	-7%	8%[46.1 µM]	-1.9%	-4%
C/C=C/c1ccc(OCCCn2cncn2)c(OC)c1	-7%	-7%	7%	8%	-1%	-5%[46.1 µM]	-2.1%	6%
C=CCC(C)(O)c1cccc(Br)c1 (stereo unspecified)	-3%	13%	x	9%	x	x	-1.1%	-2%
CC(C)(C)c1ccc(C(=O)NCCC(=O)NCc2ccco2)cc1	14µM*[quencher]	u	u	6%	-9%	-22%[46.1 µM]	-2.3%	-15%
O=C(c1ccco1)N(CCCN1CCOCC1)c1nc(-c2ccc(F)cc2)cs1	u	5%	1%	9%	-12%	-30%[46.1 µM]	-2.1%	-1%
CCOc1ccccc1/C=N/NC(=O)CSc1n[nH]c(=O)[nH]c1=O	5%	4%	10%	-5%	3%	10%	0.3%	4%
COc1ccc(-n2c(SCC(=O)NCC3CCCO3)nc3ccccc32)cc1 (stereo unspecified)	-11%	u	0%	4%	-5%	-24%[46.1 µM]	-0.3%	-2%
Cc1cc(N2CCN(C)CC2)ccc1NC(=O)c1c2c(nc3ccccc13)CCN(Cc1ccccc1)C2	-5%	5%	-15%	-12%	-10%	-48%	-2.6%	-4%
COc1ccc(NC(=O)c2cc(S(=O)(=O)N3CCCCC3)ccc2N2CCCCC2)cn1	-13%	u	-2%	4%	-11%	-28%[46.1 µM]	-0.4%	5%
COC(=O)c1ccccc1NC(=O)C(C)c1ccc([N+](=O)[O-])cc1 (stereo unspecified)	-17%	-2%	-20%	5%	4%	-20%	-0.4%	-3%
O=C(O)c1ccc(NS(=O)(=O)c2cccc3nsnc23)cc1	5%	7%	-14%	7%	u	2%[46.1 µM]	1.0%	-1%
COc1cc(NC(=O)c2cccc([N+](=O)[O-])c2)ccc1NC(=O)c1ccco1	u	2%	12%	2%	-9%	-34%	5.1%	3%
C/C=C/C(=O)Nc1cccc(C2=NOC3(C2)C[C@@H](C(N)=O)N(C(=O)c2cc([N+](=O)[O-])cc([N+](=O)[O-])c2)C3)c1 (stereo partly specified)	-4%	x	-5%	9%	x	2%	-0.1%	10%

Taken from above.
GLA spleen mod result of CC(C)(C)c1ccc(C(=O)NCCC(=O)NCc2ccco2)cc1 = 6%
Epigenetic reg result of O=C(c1ccccc1)N1CCN(C(=S)NCCc2ccccc2)CC1 = 1.1%

Compound activity from PubChem.
